FadD28 FP inh = inhibitors of FadD28 bisubstrate probe binding, primary screen, biochemical, fluorescence polarization, single point; actives 0.22% (n = 360,000); AID 588549, 2011; Mycobacterium tuberculosis FadD28 fatty-acid-AMP ligase; inhibition, % at 12.5 µM; in the data active = inhibition above about 8.5%, passing the limit was not always enough; inconclusive = no clear call, values can overlap the other calls
Anthrax LF prot = Bacillus anthracis LF protease inhibitors, primary screen, biochemical, multiplex microsphere, MLPCN library. Lethal factor (Bacillus anthracis), P15917. multiplex microsphere protease cleavage assay. inhibition, % at 10 µM. actives 0.12% (n = 360,000). AID 588501, 2011; also: plate controls were buffer without enzyme for full effect and enzyme alone for no effect
BoNT A protease = BoNT/A light chain protease inhibitors, primary screen, biochemical, flow cytometry, MLPCN library; Botulinum neurotoxin type A light chain protease (Clostridium botulinum A str. ATCC 3502); multiplex microsphere protease substrate cleavage; inhibition, % at 10 µM; actives 0.17% (n = 360,000); also: plate controls were buffer without enzyme for full effect and enzyme alone for no effect
TcdB inh = TcdB glycohydrolase inhibitors, primary screen, biochemical, single point, plate reader | Toxin B (Clostridioides difficile), P18177 | TcdB glycohydrolase enzymatic assay | inhibition, % at 9.99 µM | actives 0.24% (n = 350,000); in the data active = inhibition above about 10%
Target sequence (P18177 whole entry, looked up): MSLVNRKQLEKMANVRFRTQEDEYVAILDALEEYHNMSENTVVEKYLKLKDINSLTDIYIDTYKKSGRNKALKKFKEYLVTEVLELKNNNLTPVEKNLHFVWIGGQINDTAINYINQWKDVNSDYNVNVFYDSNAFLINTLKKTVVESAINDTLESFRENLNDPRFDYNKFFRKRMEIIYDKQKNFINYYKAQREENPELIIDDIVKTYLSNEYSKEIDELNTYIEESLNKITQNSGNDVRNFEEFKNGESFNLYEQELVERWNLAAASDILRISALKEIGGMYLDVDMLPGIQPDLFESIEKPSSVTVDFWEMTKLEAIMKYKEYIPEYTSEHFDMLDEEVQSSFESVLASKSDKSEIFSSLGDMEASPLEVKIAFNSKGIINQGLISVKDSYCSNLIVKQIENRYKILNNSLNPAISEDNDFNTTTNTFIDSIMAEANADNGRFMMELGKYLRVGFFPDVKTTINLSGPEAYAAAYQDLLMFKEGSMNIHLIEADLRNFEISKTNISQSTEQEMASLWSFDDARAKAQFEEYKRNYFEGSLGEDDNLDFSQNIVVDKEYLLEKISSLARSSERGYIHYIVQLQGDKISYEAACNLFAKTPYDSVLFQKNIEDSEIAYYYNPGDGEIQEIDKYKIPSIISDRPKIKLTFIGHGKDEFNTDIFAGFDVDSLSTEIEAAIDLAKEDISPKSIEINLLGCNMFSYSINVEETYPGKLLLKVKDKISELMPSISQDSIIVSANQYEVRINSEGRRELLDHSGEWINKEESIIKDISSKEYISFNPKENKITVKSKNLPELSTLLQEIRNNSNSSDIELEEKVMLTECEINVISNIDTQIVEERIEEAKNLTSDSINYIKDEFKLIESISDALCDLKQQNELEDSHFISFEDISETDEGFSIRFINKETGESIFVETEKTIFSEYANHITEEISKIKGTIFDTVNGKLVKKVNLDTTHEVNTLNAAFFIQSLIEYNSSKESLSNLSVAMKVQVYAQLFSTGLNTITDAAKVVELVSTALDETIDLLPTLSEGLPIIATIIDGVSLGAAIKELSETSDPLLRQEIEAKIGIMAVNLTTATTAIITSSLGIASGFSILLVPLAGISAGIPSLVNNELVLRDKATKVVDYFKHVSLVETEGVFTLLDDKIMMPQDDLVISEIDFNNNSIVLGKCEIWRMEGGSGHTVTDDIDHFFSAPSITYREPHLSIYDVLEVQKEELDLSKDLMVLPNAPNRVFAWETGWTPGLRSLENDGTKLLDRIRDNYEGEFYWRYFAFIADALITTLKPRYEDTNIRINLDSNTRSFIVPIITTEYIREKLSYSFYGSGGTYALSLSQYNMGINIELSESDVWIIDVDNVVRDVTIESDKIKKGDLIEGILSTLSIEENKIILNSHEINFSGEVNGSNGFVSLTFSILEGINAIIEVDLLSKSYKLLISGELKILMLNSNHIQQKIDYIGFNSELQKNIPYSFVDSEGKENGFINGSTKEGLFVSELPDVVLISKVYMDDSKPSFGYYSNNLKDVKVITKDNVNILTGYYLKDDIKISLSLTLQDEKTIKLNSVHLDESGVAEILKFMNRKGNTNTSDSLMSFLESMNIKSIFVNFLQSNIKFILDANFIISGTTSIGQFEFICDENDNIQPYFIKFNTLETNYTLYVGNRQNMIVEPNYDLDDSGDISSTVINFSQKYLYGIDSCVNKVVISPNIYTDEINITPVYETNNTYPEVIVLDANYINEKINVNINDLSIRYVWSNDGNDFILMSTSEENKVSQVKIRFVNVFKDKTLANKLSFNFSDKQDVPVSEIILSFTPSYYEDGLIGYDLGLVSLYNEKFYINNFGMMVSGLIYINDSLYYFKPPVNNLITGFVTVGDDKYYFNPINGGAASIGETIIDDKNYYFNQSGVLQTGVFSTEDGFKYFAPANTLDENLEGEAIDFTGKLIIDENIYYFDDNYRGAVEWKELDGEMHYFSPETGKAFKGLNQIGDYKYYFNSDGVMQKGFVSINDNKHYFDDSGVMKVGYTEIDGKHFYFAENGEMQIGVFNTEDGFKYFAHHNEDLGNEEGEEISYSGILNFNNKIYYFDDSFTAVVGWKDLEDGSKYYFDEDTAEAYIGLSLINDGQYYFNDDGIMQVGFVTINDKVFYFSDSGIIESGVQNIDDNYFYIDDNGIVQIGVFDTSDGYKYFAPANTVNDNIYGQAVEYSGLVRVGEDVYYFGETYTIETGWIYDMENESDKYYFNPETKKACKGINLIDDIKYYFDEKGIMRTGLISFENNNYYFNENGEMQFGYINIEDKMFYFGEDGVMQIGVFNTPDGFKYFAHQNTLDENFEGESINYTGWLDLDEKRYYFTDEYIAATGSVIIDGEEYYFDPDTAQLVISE
BoNT-F LC inh = BoNT/F light chain protease inhibitors, primary screen, biochemical, flow cytometry, MLPCN library; Multiplex microsphere protease cleavage assay; inhibition, % at 10 µM; actives 0.22% (n = 360,000); AID 588497, 2011; in the data active = inhibition above about 35%, passing the limit was not always enough; inconclusive = no clear call, values can overlap the other calls; also: plate controls were buffer without enzyme for full effect and enzyme alone for no effect
Yp Topo-I inh = Yersinia pestis topoisomerase I inhibitors, primary screen, biochemical, cleavage product accumulation, plate reader, single point; DNA topoisomerase I (Yersinia pestis CO92); Y. pestis Topo-I cleavage product accumulation; activity, % at 10 µM; actives 0.064% (n = 360,000); in the data active = activity above about 50%, passing the limit was not always enough; inconclusive = no clear call, values can overlap the other calls; also: inactives centre near 2
PrPC TRFRET = inhibitors of human cell surface prion protein PrPC, primary screen, cell-based, TR-FRET. Major prion protein (Homo sapiens), P04156. actives 0.43% (n = 370,000). inhibition, % at 13.8 µM. TR-FRET read-out; in the data active = inhibition above about 24%; also: 0% = median of the test wells and 100% = reference compound wells
CCHF vOTU inh = CCHFV vOTU protease inhibitors, primary screen, biochemical, Pep-AMC substrate, fluorescence; actives 0.55% (n = 370,000); inhibition, % at 11.5 µM; Crimean-Congo hemorrhagic fever virus L polyprotein viral ovarian tumor (vOTU) protease …; in the data active = inhibition above about 30%; also: 0% = vehicle wells with enzyme and 100% = no enzyme wells
PfHsp40 rescue = rescue of yeast from PfHsp40 toxicity, primary screen, S. cerevisiae, ATP luminescence | S. cerevisiae expressing PfHsp40, growth rescue | growth rescue, % at 12.5 µM | actives 0.68% (n = 340,000); in the data active = growth rescue above about 28%, passing the limit was not always enough; inconclusive = no clear call, values can overlap the other calls;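 also: yeast W303a lacking pdr1 and pdr3 grown in galactose medium; growth measured after three days at 30 °C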
Numbers without * were called inactive; ? = inconclusive; nt = not tested or not shown; & = joins results of further samples. Rule as the data show it, unless noted: active = inhibition above about 30%; inconclusive = no clear call, values can overlap the other calls; inactive = below that.

(1) CCSc1nnc2c3cc(CC)ccc3n(C)c2n1
(2) COc1ccc(S(=O)(=O)N2Cc3ccccc3CC2C(=O)Nc2ccc(O)cc2)cc1OC (stereo not given)
(3) COc1cccc(NC(=O)c2oc3ccccc3c2NC(=O)c2ccc3c(c2)OCO3)c1
(4) C/C=C(\C)CN1CCC(n2nccc2NC(=O)CCCc2ccccc2)CC1
(5) COc1ccc(CCNC(=S)NC(=O)c2ccccc2)cc1C
(6) O=C(Cn1c(=S)[nH]c2ccccc2c1=O)N1CCN(c2ccc(F)cc2)CC1
(7) Cc1cc(NC(=O)CSc2n[nH]c(-c3cccs3)n2)no1
(8) O=[N+]([O-])c1cc([N+](=O)[O-])c2cc(-c3cccnc3)[nH]c2c1
screen / no.	1	2	3	4	5	6	7	8
FadD28 FP inh	-1.0	-3.1	1.1	-2.7	-3.3	-3.1	-0.2	-3.4
Anthrax LF prot	-4	1	-6	-4	3	-2	-3	-2
BoNT A protease	4.2	-0.5	-0.4	3.9	-0.3	-0.3	-0.4	5.0
TcdB inh	nt	9.0	nt	2.0	0.7	1.0	nt	0.8
BoNT-F LC inh	9	0	-12	-2	-1	-9	0	10
Yp Topo-I inh	-3	0	4	7	24	-1	-5	-17
PrPC TRFRET	nt	-7	-6	0	5	-6	6	-14
CCHF vOTU inh	nt	2	-17	-7	-2	-2	-2	11
PfHsp40 rescue	1.1	0.6	-0.6	2.7	8.5	0.1	0.8	-1.2

(9) O=C(Nc1ccccc1Cl)C1(c2ccccc2)CC1(Cl)Cl (stereo not given)
(10) C=CCOC(=O)/C(=C\c1ccccc1)NC(=O)c1ccco1
(11) COc1ccc(OC)c(NC(=O)C2CCC(CNc3c(N4CCOCC4)c(=O)c3=O)CC2)c1 (stereo not given)
(12) O=C(NCc1ccc2c(c1)OCO2)c1cccc(S(=O)(=O)N2CCCC2)c1
(13) Nc1cc(S(=O)(=O)c2ccc(N3CCCCC3)c(N)c2)ccc1N1CCCCC1
(14) COc1cccc(-c2cnc3c(NC=O)cc(-c4ccncc4)cn23)c1
(15) O=c1c2c3c(sc2n(CCN2CCCCC2)c(=O)n1Cc1ccco1)CCCCC3
(16) COCC(=O)Nc1ccc2c(c1)[C@@H]1C[C@H](CC(=O)NCc3cccc(F)c3)O[C@@H](CO)[C@@H]1O2
screen / no.	9	10	11	12	13	14	15	16
FadD28 FP inh	-4.5	-2.0	-2.7	-0.3	-0.3	-2.4	-0.8	-0.2
Anthrax LF prot	1	-3	-3	1	-2	-4	-4	-12
BoNT A protease	0.5	0.4	0.1	1.9	-1.0	-0.2	?	-0.1
TcdB inh	nt	-4.1	-0.5	-1.1	-2.6	0.2	nt	1.2
BoNT-F LC inh	-2	1	-16	2	2	1	-11	0
Yp Topo-I inh	-3	4	3	11	24	13	7	8
PrPC TRFRET	-3	2	-6	7	21	-8	5	1
CCHF vOTU inh	6	-9	12	7	-17	21	-2	9
PfHsp40 rescue	1.5	-0.2	0.7	-0.9	nt	nt	0.7	nt

(17) O=C1NC(=O)N(Cc2ccc(F)cc2)C(=O)/C1=C/c1cccs1
(18) CCOc1ccc(S(=O)(=O)N2CC(=O)Nc3ccccc32)cc1
(19) CN(CCC1CCOCC1)C(=O)CC1C(=O)NCCN1C/C=C/c1ccccc1 (stereo not given)
(20) CCOC(=O)Cc1csc(NC(=O)CSc2ncnc3c2cnn3-c2ccc(OC)cc2)n1
(21) O=C1NC(=O)C(=Cc2ccco2)C(=O)N1
(22) C[C@@H]1CCCCO[C@@H](CN(C)C(=O)Cc2ccccc2)[C@@H](C)CN([C@H](C)CO)C(=O)c2cc(N(C)C)ccc2O1
(23) CCn1c(O)c(C=NCc2cccs2)c(=O)n(CC)c1=S
(24) Cn1cccc1/C=C1\SC(=Nc2cccc(O)c2)NC1=O
screen / no.	17	18	19	20	21	22	23	24
FadD28 FP inh	-0.6	nt	-3.0	-4.0	1.0	-1.0	-2.3	-0.4
Anthrax LF prot	-7	-15	-2	-1	-3	-3	2	2
BoNT A protease	0.2	-1.3	-1.1	0.4	0.7	-0.4	0.3	0.1
TcdB inh	-1.8	3.8	1.7	nt	-0.2	-80&-8.7&-11	nt	3.1
BoNT-F LC inh	-5	?	0	7	-5	0	-7	-12
Yp Topo-I inh	0	2	0	21	-12	38	-1	2
PrPC TRFRET	2	-1	4	-2	-2	7	-2	4
CCHF vOTU inh	4	4	4	8	3	-8	19	4
PfHsp40 rescue	1.8	-1.3	0.0	2.6	0.3	nt	1.3	0.3

(25) COC(=O)C1=C(C)NC(C)=C(C(=O)OC)C1C(=O)OCC(=O)Nc1ccc(C(C)=O)cc1
(26) COC(=O)CNC(=O)C(Cc1c[nH]c2ccccc12)NC(=O)OC(C)(C)C (stereo not given)
(27) O=C(NNS(=O)(=O)c1ccccc1)c1cccc(F)c1
(28) CCOC(=O)C(O)(c1cn(C)c2ccccc12)C(F)(F)F (stereo not given)
(29) O=c1[nH]nc(-c2ccc(OCc3ccc(Cl)cc3Cl)cc2)o1
(30) COc1ccc(OC)c(CNC(=O)C2CCN(S(=O)(=O)N3CCC(C)CC3)CC2)c1
(31) O=C1CN(C(=O)COC(=O)Cc2ccccc2F)c2ccccc2N1
(32) CCn1c(=O)c(C(C)=O)nc2ccccc21
screen / no.	25	26	27	28	29	30	31	32
FadD28 FP inh	1.5	0.4	-3.6	-0.4	1.3	-3.4	-0.9	-1.0
Anthrax LF prot	0	10	0	-4	-6	1	-1	0
BoNT A protease	0.3	0.8	2.4	-0.1	1.2	-1.8	7.4	2.4
TcdB inh	0.3	nt	-4.9	nt	-1.0	1.7	0.7	nt
BoNT-F LC inh	2	9	?	-7	-12	-6	23	4
Yp Topo-I inh	5	-2	4	2	6	24	0	2
PrPC TRFRET	-6	5	-5	-2	3	-12	-8	-6
CCHF vOTU inh	0	4	3	0	-7	-9	-1	13
PfHsp40 rescue	0.6	0.6	-0.6	-0.8	-0.4	-0.6	1.4	-0.1

(33) O=C(N/N=C1/CCS(=O)(=O)c2ccc(F)cc21)c1ccccn1
(34) Oc1cc(-c2ccccc2)c2ccccc2c1
(35) CCN1C(=O)[C@H]2[C@H]3CN=C(SCC4CC4)N3[C@@](CC)(C(=O)OC)[C@H]2C1=O
(36) CS(=O)(=O)N(Cc1ccccc1)c1ccc(C(=O)NN=C2CCCCCC2)cc1
(37) COc1ccc(N=C2SCC(c3ccc([N+](=O)[O-])cc3)=NN2CCO)cc1
(38) COC(=O)c1ccc(OCC(O)CN2CCN(CC(O)COc3ccc(C(=O)OC)cc3)CC2)cc1 (stereo not given)
(39) O=C(CSc1nc2ccccc2o1)NC(=O)NCc1ccccc1
(40) Cc1ccc(C(=O)Nc2nnc([C@H]3C[C@H](O)[C@@H](CO)O3)s2)cc1
screen / no.	33	34	35	36	37	38	39	40
FadD28 FP inh	0.1	-7.3	-1.8	-7.2	-1.5	0.1	0.7	-4.0
Anthrax LF prot	-1	-1	-3	-3	0	-8	-4	-6
BoNT A protease	-0.5	-0.1	-0.6	0.4	-1.5	0.6	-0.1	-0.1
TcdB inh	-0.5	1.9	0.5	nt	-0.9	1.1	nt	0.3
BoNT-F LC inh	-2	1	-3	6	?	-22	-2	1
Yp Topo-I inh	-4	-11	1	4	-4	10	15	2
PrPC TRFRET	1	-6	-1	2	-24	-7	0	4
CCHF vOTU inh	-1	-10	-1	2	6	-13	12	0
PfHsp40 rescue	0.5	-0.1	-0.2	0.7	7.0	nt	4.4	nt

Rewritten with values under each structure: entries from further up
Results follow in this order: FadD28 FP inh | Anthrax LF prot | BoNT A protease | TcdB inh | BoNT-F LC inh | Yp Topo-I inh | PrPC TRFRET | CCHF vOTU inh | PfHsp40 rescue
24. Cn1cccc1/C=C1\SC(=Nc2cccc(O)c2)NC1=O
 : -0.4 | 2 | 0.1 | 3.1 | -12 | 2 | 4 | 4 | 0.3
25. COC(=O)C1=C(C)NC(C)=C(C(=O)OC)C1C(=O)OCC(=O)Nc1ccc(C(C)=O)cc1
 : 1.5 | 0 | 0.3 | 0.3 | 2 | 5 | -6 | 0 | 0.6
26. COC(=O)CNC(=O)C(Cc1c[nH]c2ccccc12)NC(=O)OC(C)(C)C (stereo not given)
 : 0.4 | 10 | 0.8 | nt | 9 | -2 | 5 | 4 | 0.6
27. O=C(NNS(=O)(=O)c1ccccc1)c1cccc(F)c1
 : -3.6 | 0 | 2.4 | -4.9 | ? | 4 | -5 | 3 | -0.6
28. CCOC(=O)C(O)(c1cn(C)c2ccccc12)C(F)(F)F (stereo not given)
 : -0.4 | -4 | -0.1 | nt | -7 | 2 | -2 | 0 | -0.8
29. O=c1[nH]nc(-c2ccc(OCc3ccc(Cl)cc3Cl)cc2)o1
 : 1.3 | -6 | 1.2 | -1.0 | -12 | 6 | 3 | -7 | -0.4
30. COc1ccc(OC)c(CNC(=O)C2CCN(S(=O)(=O)N3CCC(C)CC3)CC2)c1
 : -3.4 | 1 | -1.8 | 1.7 | -6 | 24 | -12 | -9 | -0.6
31. O=C1CN(C(=O)COC(=O)Cc2ccccc2F)c2ccccc2N1
 : -0.9 | -1 | 7.4 | 0.7 | 23 | 0 | -8 | -1 | 1.4
32. CCn1c(=O)c(C(C)=O)nc2ccccc21
 : -1.0 | 0 | 2.4 | nt | 4 | 2 | -6 | 13 | -0.1
33. O=C(N/N=C1/CCS(=O)(=O)c2ccc(F)cc21)c1ccccn1
 : 0.1 | -1 | -0.5 | -0.5 | -2 | -4 | 1 | -1 | 0.5
34. Oc1cc(-c2ccccc2)c2ccccc2c1
 : -7.3 | -1 | -0.1 | 1.9 | 1 | -11 | -6 | -10 | -0.1
35. CCN1C(=O)[C@H]2[C@H]3CN=C(SCC4CC4)N3[C@@](CC)(C(=O)OC)[C@H]2C1=O
 : -1.8 | -3 | -0.6 | 0.5 | -3 | 1 | -1 | -1 | -0.2
36. CS(=O)(=O)N(Cc1ccccc1)c1ccc(C(=O)NN=C2CCCCCC2)cc1
 : -7.2 | -3 | 0.4 | nt | 6 | 4 | 2 | 2 | 0.7
37. COc1ccc(N=C2SCC(c3ccc([N+](=O)[O-])cc3)=NN2CCO)cc1
 : -1.5 | 0 | -1.5 | -0.9 | ? | -4 | -24 | 6 | 7.0

Additional records follow.
(41) O=C(CCCN1C(=O)c2ccccc2C1=O)Oc1ccc(F)cc1
(42) COc1cc(NC(=O)C23CC4CC(C2)CC(n2nnc(C)n2)(C4)C3)c(OC)cc1Cl
(43) O=C(NC1CCCCCC1)c1ccc(Cl)c(S(=O)(=O)N2CCOCC2)c1
(44) S=c1[nH]nc2sc3ccccc3n12
(45) O=C1CSC(c2ccccc2)N1Nc1nc(N2CCOCC2)nc(N2CCOCC2)n1 (stereo not given)
(46) CC1(OC(=O)C2CCCC2)C(=O)C=C2C=C(c3ccsc3)N(CCc3ccccn3)C=C2C1=O (stereo not given)
(47) FC(F)Oc1ccc(NC(=S)NCc2ccccc2)cc1
(48) CCCC(=O)Nc1ccc2c(c1)nc1n2CCSC1
(49) O=C(c1ccco1)N1CCN(C(=O)N2CCCC2)CC1
screen / no.	41	42	43	44	45	46	47	48	49
FadD28 FP inh	0.0	-3.9	-1.9	0.1	-2.0	-1.8	1.3	-0.8	0.2
Anthrax LF prot	-1	-6	8	4	-4	-5	-1	7	-1
BoNT A protease	-1.1	1.9	-0.2	0.0	-0.2	1.3	0.2	8.4	0.7
TcdB inh	nt	nt	2.5	2.8	1.0	-4.2	1.2	nt	3.1
BoNT-F LC inh	-3	6	3	-5	-7	-21	-5	16	-6
Yp Topo-I inh	-3	6	9	5	6	2	2	-6	1
PrPC TRFRET	-4	-4	3	10	-7	0	6	4	-1
CCHF vOTU inh	10	-11	-6	6	0	4	-1	-6	-3
PfHsp40 rescue	-1.2	0.0	0.5	3.9	0.4	0.7	0.3	1.1	-0.5

Hits appear at their usual frequency. Share with any hit: about 2.3%.
